Screens as filed in PubChem BioAssay.
Bim-Bcl-B: inhibitors of Bim-Bcl-B binding, primary screen, biochemical, multiplexed, human Bcl-2 family; Bcl-2-like protein 10 (Homo sapiens), Q9HD36; bead-based flow cytometry, Bim peptide-Bcl-B binding; inhibition, % at 10 µM; hit rate 0.073% among 190,000;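 also: 0% = tracer peptide without compound and 100% = reference inhibitor peptide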
GSH bead fluor: compound fluorescence on glutathione beads, profiling panel, artefact control, biophysical, 488/530 nm, flow cytometry; GSH beads flow cytometry, compound fluorescence 488/530 nm; active compounds read high; AID 1776, 2009; fluorescence (KMESF) at 10 µM; hit rate 0.25% among 190,000; in the data active = fluorescence above about 89;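 also: glutathione beads carrying GST-tagged Bcl family fusion proteins plus one bare bead set; values are compound well signal with DMSO vehicle wells as background; inactives centre near 16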
ABCG2 inh: ABCG2 efflux pump inhibitors, primary screen, multiplex with ABCB1, IgMXP3 cells, flow cytometry | Broad substrate specificity ATP-binding cassette transporter ABCG2 (Homo sapiens), Q9UNQ0 | JC-1 efflux | inhibition, % at 6.6 µM | hit rate 0.1% among 190,000 | AID 1325, 2008;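 active = inhibition above 80%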;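 also: 0% = DMSO and 100% = nicardipine control wells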
Target sequence (Q9UNQ0 whole entry, looked up): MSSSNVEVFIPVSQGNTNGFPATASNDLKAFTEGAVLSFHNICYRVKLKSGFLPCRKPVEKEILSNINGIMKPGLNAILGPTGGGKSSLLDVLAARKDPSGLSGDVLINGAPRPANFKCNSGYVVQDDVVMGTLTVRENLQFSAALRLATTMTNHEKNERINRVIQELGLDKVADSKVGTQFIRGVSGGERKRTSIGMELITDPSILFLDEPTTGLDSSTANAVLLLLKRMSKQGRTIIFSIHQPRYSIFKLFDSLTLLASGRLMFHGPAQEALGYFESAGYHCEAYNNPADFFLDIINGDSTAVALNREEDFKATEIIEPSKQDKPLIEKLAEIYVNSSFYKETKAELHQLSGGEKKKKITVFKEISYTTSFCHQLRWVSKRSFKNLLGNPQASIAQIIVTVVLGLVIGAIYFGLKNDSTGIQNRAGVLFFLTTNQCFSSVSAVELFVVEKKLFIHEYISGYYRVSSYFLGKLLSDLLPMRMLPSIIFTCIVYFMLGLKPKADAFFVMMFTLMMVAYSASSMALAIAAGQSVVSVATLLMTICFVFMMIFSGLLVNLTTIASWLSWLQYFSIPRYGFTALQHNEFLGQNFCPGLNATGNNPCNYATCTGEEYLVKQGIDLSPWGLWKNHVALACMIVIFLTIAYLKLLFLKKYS
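Assay system – ABCG2 IgMXP3 and barcoded ABCB1 CCRF-Adr cell mix · Input – 3 million cells/mL in well · Reagent – JC-1 fluorescent substrate · Compound – single test compound dose, 6.6 µM final · Timing – 10 min exposure at 25 °C with rotation, no wash · Detection – flow cytometry of retained JC-1 fluorescence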
Avidin bead fluor: green autofluorescence of compounds with avidin beads – biophysical, 488/530 nm, flow cytometry, artefact control, profiling panel | compound fluorescence 488/530 nm; active compounds read high | fluorescence (KMESF) at 10 µM | hit rate 0.38% among 220,000 | AID 1775, 2009; in the data active = fluorescence above about 47; also: inactives centre near 10
ABCB1 inh: ABCB1 efflux pump inhibitors, primary screen, cell-based, multiplex, flow cytometry, ABCG2 counter-screen | ATP-dependent translocase ABCB1 (Homo sapiens), P08183 | CCRF-Adr cells, JC-1 efflux | inhibition, % at 6.6 µM | hit rate 0.067% among 190,000; in the data active = inhibition above about 40%;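 also: 0% = vehicle and 100% = reference inhibitor; higher value means more JC-1 retained so stronger ABCB1 efflux block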
Bcl-XL Bim block: inhibitors of Bim-Bcl-XL binding, primary screen, biochemical, multiplexed, bead flow cytometry, human Bcl-XL; Bcl-2-like protein 1 (Homo sapiens), Q07817; Bim peptide-Bcl-XL binding, fluorescence; inhibition, % at 10 µM; hit rate 0.04% among 190,000
RGS7-Gao reg: RGS7-Galphao binding modulators, primary screen, biochemical, multiplexed bead flow cytometry; hit rate 0.35% among 220,000; AID 1439, 2008; actives lie on both sides; binding response (% of control), % at 10 µM; in the data active = binding response below about 49% or above about 150%; inconclusive = no clear call, values can overlap the other calls; inactive = in between;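 also: fluorescent Galphao held in activated GDP-AlF4 state binding bead-coupled RGS7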
RGS4-Gao reg: modulators of RGS4 binding to Galphao, primary screen, biochemical, multiplexed bead flow cytometry; actives lie on both sides; Guanine nucleotide-binding protein G(o) subunit alpha (Homo sapiens), P09471; hit rate 0.33% among 220,000; binding response (% of control), % at 10 µM; in the data active = binding response below about 49% or above about 150%; inactive = in between;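 also: fluorescent Galphao activated with aluminum fluoride binding bead-coupled RGS4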
Bim-Bcl-W: inhibitors of Bim binding to Bcl-W, primary screen, biochemical, multiplexed, bead-based flow cytometry; Bcl-2-like protein 2 (Homo sapiens), Q92843; Bim peptide-Bcl-W binding; inhibition, % at 10 µM; hit rate 0.02% among 190,000;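 also: 0% = bound tracer without compound and 100% = peptide blocker; higher means less fluorescent Bim peptide bound to Bcl-W beads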
Target sequence (Q92843 whole entry, looked up): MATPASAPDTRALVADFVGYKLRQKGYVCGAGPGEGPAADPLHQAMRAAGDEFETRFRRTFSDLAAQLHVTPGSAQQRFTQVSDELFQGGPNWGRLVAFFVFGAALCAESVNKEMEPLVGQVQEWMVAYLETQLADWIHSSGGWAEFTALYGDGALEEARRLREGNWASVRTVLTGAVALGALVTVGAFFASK
Bim-Bcl-2: inhibitors of Bim-Bcl-2 binding, primary screen, biochemical, multiplexed, human Bcl-2 family; inhibition, % at 10 µM; Bead-based flow cytometry, Bim peptide-Bcl-2 binding; Apoptosis regulator Bcl-2 (Homo sapiens), P10415; hit rate 0.06% among 190,000; in the data active = inhibition above about 40%; inconclusive = no clear call, values can overlap the other calls;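 also: 0% = no compound wells with probe peptide and 100% = reference peptide inhibitor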
Bfl-1 Bim block: inhibitors of Bim binding to Bfl-1, primary screen, biochemical, multiplexed, bead-based flow cytometry; inhibition, % at 10 µM; Bcl-2-related protein A1 (Homo sapiens), Q16548; AID 1008, 2008; hit rate 0.12% among 190,000; Bim-Bfl-1 binding inhibition;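 also: 0% = wells without compound plus tracer and 100% = blocker peptide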
Numbers without * were called inactive; ? = inconclusive; / = no result given. Rule as the data show it, unless noted: active = inhibition above about 40%. Hits appear at their usual frequency. Share with any hit: about 1.3%.

Values in the order: Bim-Bcl-2	ABCG2 inh	GSH bead fluor	Bim-Bcl-W	Bcl-XL Bim block	Bim-Bcl-B	RGS7-Gao reg	Avidin bead fluor	Bfl-1 Bim block	RGS4-Gao reg	ABCB1 inh
O=C(Nc1ccccc1)C1CCCCN1S(=O)(=O)c1ccccc1 (stereo unspecified)
  -6	10	15	-1	-3	-9	?	12	-8	103	1.5
O=C(NNC1=C(C(=O)C(F)(F)F)CCC1)c1cccc(Cl)c1
  -6	-1	12	-2	-4	-10	94	7	-4	100	-0.2
CCOC(=O)CSc1nc2cc(OCC)ccc2cc1C#N
  -3	2	31	3	-3	-5	101	7	-8	100	0.3
CCOC(=O)CCCCC(=O)c1[nH]c(=O)[nH]c1C[n+]1ccc(C)cc1
  0	3	12	-3	-1	7	98	5	0	100	1.0
Cc1ccc(NS(=O)(=O)c2cc(NC(=O)c3cc4c(s3)CCCC4)ccc2C)c(C)c1
  -4	-1	11	-2	-2	-6	96	12	-12	93	-0.1
CCOc1cc(/C=C2\C(=O)N(CCC#N)N=C2C)ccc1OCC(N)=O
  1	3	21	-3	0	-2	103	10	-5	102	0.3
CCN1CCC[C@H]1CNC(=O)c1cc(S(N)(=O)=O)ccc1OC
  -4	0	67	-1	-4	-2	88	5	-2	90	/
Cc1ccn2cc(-c3cccc(NC(=O)C(C)C)c3)nc2c1
  2	7	13	-2	-1	1	103	8	-1	102	0.0
Cc1ccccc1-n1nc(C)c2cc(C(=O)NC3CC3)sc21
  0	11	6	0	4	0	96	17	0	102	1.4
Cc1cccc(OCC(=O)Nc2cc(C)c(C)cc2O)c1
  -1	7	18	-4	-4	-5	99	30	-2	98	-0.8
O=C(NCCc1ccc2c(c1)OCCO2)c1cc2ccccc2o1
  0	2	11	-1	0	-4	101	22	0	99	0.7
CCOc1ccccc1OCCN1CCC(Cc2ccccc2)CC1
  -2	3	4	-1	-5	-6	101	15	0	102	2.3
C=CCOC(=O)CN1C(=O)c2ccccc2C1=O
  -1	7	21	-2	-4	0	105	27	-7	104	-0.8
CC(C)CC(=O)NC(=S)Nc1ccc(NC(=O)c2ccco2)cc1
  -3	6	13	-7	-11	-14	97	6	-2	99	/
CC1CCCN(C(C(=O)Nc2ccc(C(C)C)cc2)c2ccc3c(c2)OCO3)C1 (stereo unspecified)
  -7	1	20	1	-7	-5	106	8	-11	104	0.9
CC(C)CCn1c(SCC(=O)c2ccccc2)nc2c1c(=O)[nH]c(=O)n2C
  -3	18	30	-2	-6	-10	101	14	-13	98	2.3
COc1ccc(CNC(=O)c2c(-c3cc(Cl)c(OC)c(Cl)c3)noc2C)cc1
  -5	3	29	-3	-3	-8	104	7	-7	105	4.4
Cc1cc(NC(=O)C2CC(c3ccc(F)cc3)=NO2)no1 (stereo unspecified)
  -6	0	26	2	-1	-6	100	6	-8	103	0.1
CN1CCN(c2nc3c(c(=O)[nH]c(=O)n3C)n2CCOc2ccccc2)CC1
  -4	0	20	-3	0	0	99	18	-4	98	-2.4
O=C(O)CCc1ccc(-c2ccccc2)n1NC(=O)c1sc2ccccc2c1Cl
  2	3	25	-1	-4	-2	94	32	0	95	-0.2
Cc1ccc(C)c(NC(=S)NC2CC3CCC(C2)N3Cc2ccco2)c1 (stereo unspecified)
  0	-1	21	1	0	-1	102	8	1	102	-0.3
Cc1cc2cc3c(cc2nc1SCC(=O)O)OCCO3
  -6	0	17	-5	0	-3	101	31	-3	100	0.0
O=C(CSC1=NCCS1)N1CCCC1
  -6	1	33	1	-6	-3	98	6	-10	98	0.5
Nc1nnc(COc2ccc(Br)cc2Br)s1
  -9	3	27	1	10	-2	92	9	-12	94	0.4
C=CCOC(=O)C1=C(C)NC(C)=C(C(=O)OCC=C)C1c1cccs1
  -12	10	27	-1	-6	-6	87	9	-11	88	1.4
Cn1c(CSCc2ccc(Cl)cc2)nnc1SCC(=O)Nc1nccs1
  5	4	17	1	0	4	103	20	1	104	0.8
COc1cc(NC(=O)Cn2ccsc2=N)c(C)cc1[N+](=O)[O-]
  -4	7	23	-2	0	-8	94	6	-4	91	0.8
O=C(NC1CCCCC1)[C@H](CSCc1ccccc1)N1Cc2ccccc2C1=O
  0	2	16	-3	-5	-2	/	/	0	/	2.1
CC(=O)Nc1sc2c(c1C(N)=O)CCC2
  -5	6	67	-4	-8	-3	110	6	0	111	0.5
CN1CCCc2cc(C#N)c(=O)[nH]c21
  -3	3	30	0	-2	0	102	7	5	99	0.4

Just RGS7-Gao reg, ABCG2 inh and Bcl-XL Bim block, for 2 of the compounds above:
structure | RGS7-Gao reg | ABCG2 inh | Bcl-XL Bim block
C=CCOC(=O)C1=C(C)NC(C)=C(C(=O)OCC=C)C1c1cccs1 | 87 | 10 | -6
Cn1c(CSCc2ccc(Cl)cc2)nnc1SCC(=O)Nc1nccs1 | 103 | 4 | 0

Carrying on.
Values in the order: Bim-Bcl-2	ABCG2 inh	GSH bead fluor	Bim-Bcl-W	Bcl-XL Bim block	Bim-Bcl-B	RGS7-Gao reg	Avidin bead fluor	Bfl-1 Bim block	RGS4-Gao reg	ABCB1 inh
CCCN(CCC)CC(O)CN(c1ccccc1)S(=O)(=O)c1ccc(C)cc1 (stereo unspecified)
  -13	0	40	0	-1	-12	100	9	-12	99	0.1
Cc1ccc(-c2nc(CN(C)C3CCOCC3)c(C)o2)s1
  2	3	11	0	-3	0	100	10	2	103	0.3
Cc1nn(-c2ccccc2)c(N2CCCC2)c1/C=N/NC(=O)c1cc(-c2ccccn2)nc2ccccc12
  -5	21	13	-4	-8	-5	100	10	-2	100	6.2
O=C(CSc1cn(Cc2ccccc2)c2ccccc12)NCc1ccc(F)cc1
  -3	1	14	-4	-4	-6	101	5	-2	102	0.0
CO/N=C\CC(=O)Nc1ccc(Oc2ccccc2)cc1
  2	0	13	2	-3	-5	?	10	-6	101	-0.2
O=C(Cn1cnc2ccccc21)c1ccc(Br)cc1
  -2	2	9	-1	0	-4	103	10	-3	99	0.2
NC(=O)COC(=O)c1ccccc1OCc1ccccc1Cl
  -2	49	14	-1	0	-3	103	11	0	103	0.7
CCN(CC)CC(=O)Nc1ccc(-c2nc3cc(NC(=O)CN(CC)CC)ccc3o2)cc1
  -11	7	23	-2	-6	-8	101	43	-17	102	-1.0
Cc1ccccc1NC(=O)CCC(=O)N/N=C/c1cc([N+](=O)[O-])ccc1O
  0	5	12	-2	0	0	93	5	-1	92	0.3
CC(C)(O)C#Cc1ccc(CN2CCN(C3CCCC3)C(CCO)C2)cc1 (stereo unspecified)
  -5	1	9	-1	-4	-4	94	9	-8	99	0.1
CCOc1cc(CN2CCN(c3cccc(C(F)(F)F)c3)CC2)ccc1O
  -12	7	31	-1	-13	-9	100	15	-13	99	0.9
CCc1nn2c(=O)cc(CSc3nc(C)cc(=O)[nH]3)nc2s1
  -4	2	19	1	-3	-5	104	12	-7	102	0.3
O=C(CCc1nnc(CCCCc2ccccc2)o1)NCCN1CCCCC1=O
  1	1	8	2	-1	-1	98	10	-3	101	0.2
COC(=O)CC1Oc2ccccc2N(Cc2ccc(C)cc2)C1=O (stereo unspecified)
  -13	2	43	-1	2	-6	100	13	-11	103	0.4
O=C(CCC(=O)N(CC(=O)NC1CCCCC1)Cc1ccco1)Nc1nccs1
  -3	28	21	0	-3	-4	98	28	-11	98	1.0
CCCCC(=O)OCC(=O)c1ccc(OCC)cc1
  -6	1	12	-10	-9	-4	102	13	1	99	1.4
CC1=C(C#N)C(c2cccnc2)C2=C(CCCC2=O)N1 (stereo unspecified)
  -3	0	24	-1	-4	-5	102	7	-1	100	23
CCC(C)NC(=O)CN(c1ccc2c(c1)OCO2)S(=O)(=O)c1c(C)n[nH]c1C (stereo unspecified)
  -8	1	25	3	-3	-6	102	7	-8	104	0.2
COC(=O)NCC12CC3CC(C1)CC(CNC(=O)OC)(C3)C2
  -8	0	42	2	8	-9	100	6	-7	95	-0.1
O=C(OCc1ccccc1)N1CCOCCN(C(=O)OCc2ccccc2)CCOCC1
  1	1	12	-1	-1	0	101	7	4	99	0.7
COc1ccc(C2=NO[C@@H]3C(=O)N(c4cccc(C)c4C)C(=O)[C@H]23)cc1OC
  -5	5	23	0	-2	-6	97	17	-11	103	2.4
O=C1CSc2ccc(C(=O)O)cc2N1
  0	1	24	1	0	-1	93	10	-5	96	1.0
COc1ccc(NC(=O)CN2C(=O)c3cccc4cccc2c34)cc1OC
  -2	0	5	5	-2	-2	99	7	-10	101	0.1
COC(=O)CCS(=O)(=O)c1cc(Cl)ccc1Cl
  -10	0	48	0	-2	-5	102	37	-8	103	0.1
